# TrxR1 inh – blocks rat thioredoxin reductase 1 | recombinant rTrxR1, NADPH fluorescence consumption, selenite substrate | Potency, µM (titrated, usually from 114 µM), without a hit: at the highest dose activity change, negative = inhibition, most hits filed as inhibitors | 1% of 390,000 active | AID 588453; also: potency is read from the fitted curve at half-maximal effect; % is scaled to controls: 0 for no effect and ±100 for the full control effect; nearly all actives have a fitted effect of over 65% in size
#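 Rat TrxR1 (90 nM in the dispensed reagent) was pre-reduced with 400 uM NADPH for 5 min at room temperature, then incubated with compound for 15 min. After 400 uM selenite was added, NADPH fluorescence (Ex 340/Em 450 nm) was followed for 8 min.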
# mIDH1 inhibitor – blocks human mutant IDH1 R132H enzyme. IDH1-R132H enzyme, NADPH consumption, diaphorase/resazurin fluorescence. 0.093% of 390,000 active. Potency, µM (titrated, usually from 76.6 µM), for inactives: top-dose activity change, negative = inhibition, actives largely listed as inhibitors. AID 602179. O75874; also: potency is read from the fitted curve at half-maximal effect; % is scaled to controls: 0 for no effect and ±100 for the full control effect; nearly all actives have a fitted effect of over 65% in size
# Target sequence (O75874 whole entry R132H, stated change not applied): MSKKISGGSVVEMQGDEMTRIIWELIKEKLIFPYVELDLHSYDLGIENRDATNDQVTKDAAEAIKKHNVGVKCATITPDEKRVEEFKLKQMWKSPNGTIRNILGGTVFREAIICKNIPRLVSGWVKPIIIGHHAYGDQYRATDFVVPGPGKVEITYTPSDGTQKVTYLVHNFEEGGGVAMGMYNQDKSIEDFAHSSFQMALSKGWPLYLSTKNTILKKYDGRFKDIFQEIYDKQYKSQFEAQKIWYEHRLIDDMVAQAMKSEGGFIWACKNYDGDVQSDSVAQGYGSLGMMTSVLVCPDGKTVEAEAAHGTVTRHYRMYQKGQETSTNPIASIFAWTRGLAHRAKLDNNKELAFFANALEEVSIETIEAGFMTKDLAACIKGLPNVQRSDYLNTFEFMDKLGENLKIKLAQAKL
#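 IDH1-R132H (0.5 ug/mL dispensed) in pH 7.5 Tris buffer was preincubated 30 min with compound, then given a substrate mix of 0.016 mM NADPH and 2 mM alpha-KG for 80 min at room temperature; remaining NADPH was read by diaphorase/resazurin fluorescence.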
# RGS4 inh – blocks human RGS4-accelerated GTP hydrolysis. P49798. Transcreener GDP fluorescence polarization, RGS4-accelerated GTP hydrolysis. Potency, µM (highest dose often 114 µM), without a hit: top-dose activity change, negative = inhibition, actives largely listed as inhibitors. 0.039% of 390,000 active. AID 504845; also: potency is read from the fitted curve at half-maximal effect; % is scaled to controls: 0 for no effect and ±100 for the full control effect; nearly all actives have a fitted effect of over 75% in size; some results filed as inactive show a strong effect at the top dose
# Target sequence (P49798 whole entry, looked up): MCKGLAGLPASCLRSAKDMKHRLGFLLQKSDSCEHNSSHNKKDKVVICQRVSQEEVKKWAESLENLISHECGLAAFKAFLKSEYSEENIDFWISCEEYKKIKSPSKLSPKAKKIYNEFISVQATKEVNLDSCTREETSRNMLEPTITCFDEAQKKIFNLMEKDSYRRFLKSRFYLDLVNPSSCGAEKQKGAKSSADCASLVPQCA
#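 MLSMR compounds (23 nl, pin-transferred) preincubated 10 min at room temperature with a 500nM (2x) first reagent, then RGS4 at 900nM (2x) plus Transcreener GDP mix added; fluorescence polarization (620/688 nm) read before and after 90 min at 30 °C.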
# TrxR1 substrate – is turned over as a substrate by rat TrxR1. O89049. purified TrxR1 substrate turnover, NADPH consumption readout. Potency, µM (top dose mostly 114 µM), without a hit: at the top dose activity change, negative = substrate turnover. 0.01% of 390,000 active; also: potency is read from the fitted curve at half-maximal effect; % is scaled to controls: 0 for no effect and ±100 for the full control effect; nearly all actives have a fitted effect of over 50% in size
#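 Rat TrxR1, dispensed at 90 nM, was prereduced with 400 uM NADPH (final) for 5 min at ~22 deg C, then incubated with compound 15 min before 400 uM selenite. A first-read NADPH fluorescence drop versus no-compound background flagged substrates.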
# Vif-A3F inh – inhibitors of Vif-A3F interaction | 0.2% of 390,000 active | AID 602313 | Potency, µM (highest dose often 46.1 µM), for inactives: at the top dose activity, negative = active | HeLa A3F-eYFP + Vif (tagged APOBEC3F with the HIV-1 protein that degrades it), YFP fluorescence increase; also: potency is read from the fitted curve at half-maximal effect; % of control where 0% means no effect; nearly all actives have a fitted effect of over 65% in size
#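 Fluorescence increase (Ex 488/Em 500-530) after overnight compound treatment at 37 deg C flags inhibition of Vif-driven A3F-eYFP loss in stable HeLa A3F-eYFP/Vif cells seeded overnight beforehand.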
# Glioma ERSR ind – inducers of ER stress response in human glioma cells. U87-MG GRP78 promoter luciferase reporter, 16 h. Potency, µM, for inactives: at the top dose activation, usual class: activators. 0.02% of 420,000 active. AID 602332; also: potency is read from the fitted curve at half-maximal effect; series mostly up to about 76 µM; % of control where 0% means no effect; nearly all actives have a fitted effect of over 35% in size
#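 ERSR induction read as luciferase luminescence (Bright-Glo, 10 min at room temperature) in stably transfected human U87-MG glioma cells exposed to compounds for 16 h, using GRP78 as sensor.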
# Vif-A3G inh – blocks the Vif interaction with human APOBEC3G; Q9HC16; HeLa A3G-eYFP + Vif (tagged APOBEC3G with the HIV-1 protein that degrades it), YFP fluorescence, overnight; Potency, µM (highest dose often 46.1 µM), inactives show at the top dose activity, negative = active, usual class: inhibitors; 0.076% of 410,000 active; AID 602310;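 also: potency is read from the fitted curve at half-maximal effect; % is scaled to controls: 0 for no effect and ±100 for the full control effect; nearly all actives have a fitted effect of over 60% in size; hits raise eYFP signal because A3G escapes Vif-driven loss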
# Target sequence (Q9HC16 whole entry, looked up): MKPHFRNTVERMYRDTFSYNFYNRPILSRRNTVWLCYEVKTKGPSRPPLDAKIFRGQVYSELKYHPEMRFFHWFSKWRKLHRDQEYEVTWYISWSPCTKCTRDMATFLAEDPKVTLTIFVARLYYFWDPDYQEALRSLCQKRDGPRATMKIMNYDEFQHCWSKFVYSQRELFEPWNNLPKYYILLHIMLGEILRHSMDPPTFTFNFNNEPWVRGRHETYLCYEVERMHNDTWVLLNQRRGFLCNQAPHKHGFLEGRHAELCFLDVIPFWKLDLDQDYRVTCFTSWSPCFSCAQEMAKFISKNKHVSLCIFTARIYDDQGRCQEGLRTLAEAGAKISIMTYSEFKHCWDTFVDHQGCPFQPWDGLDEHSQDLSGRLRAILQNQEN
#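 Read-out is eYFP fluorescence (Ex 488/Em 500-530) from Vif-expressing HeLa A3G-eYFP cells; more signal means A3G escaped Vif-mediated degradation. Cells plated overnight, compound pinned in, incubated overnight at 37 deg C.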
# LDHA inh – blocks human lactate dehydrogenase A. purified LDHA, NADH/diaphorase-resazurin fluorescence; hits give low values. activity change, % (values are at about 110 or 230 µM). 0.15% of 480,000 active; in the data active = activity change below about -30%; inconclusive = mostly about -25% to -30%;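 also: plate controls were DMSO wells for no effect and wells without enzyme for full effect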
#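 Enzyme activity of human lactate dehydrogenase 5 (2 nM; 0.06 mM NADH, 0.2 mM pyruvate, 5 min, RT) is measured via a resazurin/diaphorase fluorescence readout of residual NADH.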
# USP1 inh – blocks the human USP1/UAF1 deubiquitinase complex; Potency, µM (series often up to 57.1 µM), for the others: at the highest dose activity change, negative = inhibition, hits mostly inhibitors; 0.23% of 390,000 active; recombinant USP1/UAF1, Ub-Rhodamine cleavage fluorescence; O94782; AID 743255; also: potency is read from the fitted curve at half-maximal effect; % is scaled to controls: 0 for no effect and ±100 for the full control effect; nearly all actives have a fitted effect of over 60% in size; inactives centre near -12
#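 Step one: compound is pinned into 1nM USP1/UAF1 in HEPES pH 7.8 buffer with TCEP. Step two: 15 min room-temperature incubation. Step three: Ub-Rho (150nM final) starts cleavage, tracked by fluorescence over six one-minute reads.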
# * = called active by the depositor; ? = inconclusive; . = no result given; [ ] = dose if it differs, or a comment. Unless noted, calls follow the shape of the dose curve; as a rule, active = well fitted curve in the direction sought with a large enough effect; inconclusive = small, poorly fitted or top-dose-only effect, or another doubt; inactive = no such curve, though single readings can be large; an effect the other way counts as inactive or inconclusive. Some of the compounds tested; the hit share may differ from the screen's.
SMILES,TrxR1 inh,mIDH1 inhibitor,RGS4 inh,TrxR1 substrate,Vif-A3F inh,Glioma ERSR ind,Vif-A3G inh,LDHA inh,USP1 inh
COc1ccc2c(c1)-c1nc(N)sc1CC2,9%,20%,?,4%,1%,2%,-11%,6,-27%
CC1CC(=O)Nc2ccccc2N1C(=O)Nc1ccccc1 (stereo not given),16%[57.1 µM],11%,-16%,7%[57.1 µM],6%,-10%,3%,-9,-17%
CC(C)c1ccc(COc2ccc(C(=O)N3CCOCC3)cc2)cc1,24%,-2%,-12%,4%,-6%,1%,-2%,3,-23%
CCOC(=O)C1CCN(c2cc(=O)n(-c3ccccc3Cl)c(=O)[nH]2)CC1,-27%,0%,-13%,-3%,2%,-4%,-1%,-1,-6%
Cc1ccccc1CNC(=O)C(=O)NCC1OCCCN1S(=O)(=O)c1ccc(F)cc1C (stereo not given),11%,4%,-37%,6%,-2%,-3%,0%,-2,-18%
COc1ccc(OCC(=O)NNC(=O)C(=O)Nc2ccc(C)cc2)cc1,-4%,-1%,-20%,-10%,1%,1%,1%,-15,-12%
COc1ccccc1N(C)S(=O)(=O)c1ccc(C(=O)OCC(=O)NCc2ccco2)cc1,-7%[57.1 µM],8%,0%,2%,-3%,-2%,0%,-2,-8%
O=C(NCc1ccccc1)c1c[nH]c2ccc(S(=O)(=O)Nc3ccc4c(c3)OCCO4)cc2c1=O,-1%,-1%,0%,-8%,-12%,-5%,1%,-4,3%
O=C(O)CCN1C(=O)/C(=C\c2cccc(OCc3ccccc3)c2)SC1=S,1%[57.1 µM],-1%,-31%,-8%[57.1 µM],-21%,4%,-2%,-5,-21%
Cc1ccc(NS(=O)(=O)c2ccc3[nH]c4c(c3c2)CCCCCC4)cc1,22%[57.1 µM],-13%,-33%,5%[57.1 µM],1%,3%,-18%,0,-24%
CCOC(=O)c1c(NC(N)=O)sc(C)c1C,12%,6%,-11%,7%,-11%,-4%,0%,0,-19%
O=C(O)CCC(=O)c1ccc2sc3ccccc3c2c1,-7%[11.4 µM],-3%,1%,23%[57.1 µM],-5%,-1%,-3%,-18,-13%
O=C(N/N=C/c1ccccc1)c1[nH]ncc1Br,7%[57.1 µM],-1%,-23%,5%[57.1 µM],13%,-6%,0%,-13,-12%
O=C(NCC(=O)N1CCCCCCC1)c1ccc(Br)o1,-10%,1%,-10%,-4%,4%,-1%,0%,-2,-17%
O=C(Cc1ccccc1F)NC1CCSc2ccccc21 (stereo not given),6%,-3%,32%,-2%,-4%,-2%,6%,-10,-4%

# Two entries drawn at random from those above:
SMILES,TrxR1 inh,mIDH1 inhibitor,RGS4 inh,TrxR1 substrate,Vif-A3F inh,Glioma ERSR ind,Vif-A3G inh,LDHA inh,USP1 inh
O=C(Cc1ccccc1F)NC1CCSc2ccccc21 (stereo not given),6%,-3%,32%,-2%,-4%,-2%,6%,-10,-4%
CC1CC(=O)Nc2ccccc2N1C(=O)Nc1ccccc1 (stereo not given),16%[57.1 µM],11%,-16%,7%[57.1 µM],6%,-10%,3%,-9,-17%

# (cont.)
SMILES,TrxR1 inh,mIDH1 inhibitor,RGS4 inh,TrxR1 substrate,Vif-A3F inh,Glioma ERSR ind,Vif-A3G inh,LDHA inh,USP1 inh
Cc1ccc(Nc2nc(C(=O)N3CCC(C(=O)NCCN4CCOCC4)CC3)cs2)cc1,9%,3%,-25%,3%,-3%,-1%,0%,-3,2%
CC1(OC(=O)c2cccs2)C(=O)C=C2C=C(C3CC3)OC=C2C1=O (stereo not given),?,-1%[38.3 µM],-29%,-3%,0%,-4%,4%,9,?
Cc1cccc(CC(=O)NCCN2CCCCC2)c1,19%[57.1 µM],6%,-15%,14%,3%,-2%,2%,-6,-7%
O=C1c2ccccc2-c2n[nH]c(=O)c3ccc(N4CCCCC4)c1c23,9%[57.1 µM],?,-19%,-7%,1%,-2%,-10%,-1,-5%
Cc1cccc(C(=O)O)c1[N+](=O)[O-],23%,1%,9%,8%,6%,-2%,-1%,-10,-23%
COc1ccc(-n2c3c(cc(C(=O)NCc4ccco4)c2=O)C(=O)CC(C)(C)C3)cc1,18%[57.1 µM],1%,-20%,-5%[57.1 µM],-5%,-1%,-5%,0,-17%
COc1ccc(C)cc1S(=O)(=O)N(C)CC(=O)N1CCC(C)CC1,15%,0%,18%,5%,-2%,-2%,0%,-9,-6%
O=C(Cn1cnc2ccccc2c1=O)N1CCc2ccccc2C1,12%,1%,-8%,3%,-8%,-3%,1%,-3,-18%
C=CCn1c(SCC(=O)Nc2ccccc2C)nnc1-c1ccncc1,2%,3%,-1%,0%,-1%,-5%,0%,-4,-2%
Cc1cc(Nc2ccccc2)nc(N)n1,4%[57.1 µM],-7%,-26%,-4%[57.1 µM],-4%,2%,1%,-9,-4%
CCOC(=O)c1ccc(NC(=O)C2CCCN(c3ncnc4onc(-c5ccc(F)cc5)c34)C2)cc1 (stereo not given),26%,-16%,-19%,3%,5%,3%,-3%,0,-24%
CC1CCN(C(=O)Cn2cc(SCC(=O)NCC3CCCO3)c3ccccc32)CC1 (stereo not given),23%[57.1 µM],10%,11%,7%[57.1 µM],10%,2%,1%,-10,-20%
CC1CC(CC(C)C(=O)Nc2nncs2)C(=O)O1 (stereo not given),17%,6%,4%,7%,-12%,-2%,5%,-1,-14%
COc1cc(NC(=O)CCc2c(C)nc3cc(-c4ccccc4)nn3c2C)cc(OC)c1OC,45%[activator],-1%,-17%,22%,-3%,-7%,-2%,-2,-20%
CCOC(=O)N1CCC(NS(=O)(=O)c2cc3c(cc2Br)CCN3C(=O)CC)CC1,-3%,2%,-13%,-1%,8%,-2%,0%,-4,-19%
C#CCOc1c(Br)cc(C2C(C(=O)OC)=C(C)NC3=C2C(=O)c2ccccc23)cc1OCC (stereo not given),-13%,0%,10%,-7%,-4%,-4%,?,-7,-19%
Cc1cc2c(ccc3c2no[n+]3[O-])nn1,5%,1%,9%,1%,.,5%,1%,6,-3%
CC(=O)Oc1ccc(C(=O)Nc2nccs2)cc1,-21%,-8%,19%,-14%,3%,0%,-1%,0,0%
O=C(COc1ccc2oc3c(c2c1)CCCC3)Nc1cccc(Br)c1,3%,-3%,16%,-2%,-6%,-3%,0%,-1,-13%
CCc1ccc(OCC(=O)OCC(=O)NC2CCCC(C)C2C)cc1 (stereo not given),22%,1%,-7%,-4%,-15%,-4%,0%,-4,-12%
COC(=O)c1ccc(COc2cc([N+](=O)[O-])cc3cccnc23)cc1,5%,5%,-8%[56.9 µM],8%,-5%,2%,4%,2,-21%
CCCCCOc1ccc(NC(=O)C(=O)NCCCn2ccnc2)cc1,-9%,2%,-16%,-10%,-9%,-1%,-4%,-2,-11%
COc1ccc(/C=N/NC(=O)C(=O)N2CCCCCC2)cc1,?,0%,-15%,-18%,1%,-1%,-1%,2,-13%
Cc1ccc(C)c(Nc2ncnc(N)c2[N+](=O)[O-])c1,-8%,5%,-1%,-5%,4%,-2%,-2%,-3,2%
CN(C)S(=O)(=O)c1ccc(NC(=O)CN2CCCC2c2ccc3c(c2)OCCCO3)cc1 (stereo not given),7%,0%,-5%,-7%,7%,-4%,2%,-8,2%
Cc1c(C(=O)Nc2ccccc2[N+](=O)[O-])csc1-c1ccccc1,-4%,0%,0%,-8%,1%,-3%,-4%,-8,-25%
FC(F)(F)c1nc(NCc2ccccc2)c2nnn(Cc3ccccc3)c2n1,5%,1%,-12%,1%,-2%,-4%,-4%,-2,-2%
COCc1cc(CN2CCN(CCc3ccccc3)C(CCO)C2)ccc1OC (stereo not given),0%[57.1 µM],-1%,22%,1%[57.1 µM],-1%,-5%,0%,-2,-20%
C=CCN(c1ccccc1)S(=O)(=O)c1cccc(C(=O)Nc2ccncc2)c1,1%,5%,-19%,-7%,-9%,-3%,0%,-6,-7%
COc1cc(NC(=O)c2ccc(Br)o2)c(C(=O)O)cc1OC,-19%,6%,-14%,-14%,-6%,0%,-12%,-7,-18%

# Looked up above.
# Under TrxR1 substrate, `CCOC(=O)c1ccc(NC(=O)C2CCCN(c3ncnc4onc(-c5ccc(F)cc5)c34)C2)cc1` (stereo not given) shows 3%
# Under Vif-A3G inh, `COc1ccc2c(c1)-c1nc(N)sc1CC2` shows -11%

# (more compounds)
SMILES,TrxR1 inh,mIDH1 inhibitor,RGS4 inh,TrxR1 substrate,Vif-A3F inh,Glioma ERSR ind,Vif-A3G inh,LDHA inh,USP1 inh
CCOc1ccc(CCNC(=O)Cn2nc(C)n3cccc3c2=O)cc1OCC,8%,-3%,4%,0%,5%,-5%,0%,3,-20%
CCOC(=O)CC(Nc1nc(N2CCOCC2)nc(N2CCOCC2)n1)c1ccccc1Cl (stereo not given),-3%[57.1 µM],-1%,-40%,-4%,-23%,3%,0%,4,8%
O=C1c2ccccc2C(=O)N1CCCP(=O)(O)CCc1ccccc1,3%[57.1 µM],3%,16%,4%[57.1 µM],-17%,-4%,-1%,-3,-17%
COC(=O)c1ccc2c(c1)N(CC(=O)Nc1cccc(Cl)c1C)C(=O)c1ccccc1S2,3%[57.1 µM],-8%,15%,-4%[57.1 µM],-5%,-2%,-2%,-6,?
C#CCSc1nc(N)c2c(n1)OC(N)=C(C#N)C2c1cccnc1 (stereo not given),5%,0%,-1%,3%,-1%,-4%,3%,-9,-9%
CCS(=O)(=O)N1CCc2cc(C(=O)NCc3ccc(C)cc3)ccc21,10%,-8%,2%,-4%,-2%,-2%,2%,-4,-25%
